# TDP1 cell CPT: growth inhibition of DT40 Tdp1-/-;hTDP1 cells with camptothecin (screen for TDP1 inhibitors); 420,000 tested, 12% active; chicken DT40 Tdp1-/-;hTDP1 cells + 20 nM CPT, ATP luminescence, 48 h; Potency, µM (top dose mostly 46.2 µM), for inactives: at the highest dose activity change, negative = growth inhibition, usual class: inhibitors; also: nearly all actives have a fitted effect of over 55% in size
#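 Chicken DT40 Tdp1-/- cells stably complemented with human TDP1 were seeded at 400 cells/well in medium containing 20 nM camptothecin, exposed to pin-transferred compounds, and grown at 37 °C for at least 48 hr. Viability was read as ATP luminescence.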
# GCN5L2 inh: GCN5L2 (KAT2A) acetyltransferase inhibition; Q92830; GCN5L2 HAT assay, ThioGlo1 CoA-SH fluorescence; Potency, µM (top dose mostly 58.9 µM), for inactives: at the top dose activity change, negative = inhibition, usual class: inhibitors; 390,000 tested, 0.21% active
#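 Fluorescence readout, Ex340nm/Em540nm: ThioGlo1 (50uM final) reacts with free CoA thiol released as 20nM GCN5L2 acetylates H3(1-25) peptide (75uM) using acetyl-CoA (70uM). Compound and enzyme sat 15 min beforehand; 20 min room-temperature reaction.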
# FEN1 inh: human FEN1 inhibition; P39748; Recombinant FEN1 flap cleavage, fluorescence, 15 min; Potency, µM (top dose mostly 114 µM), inactives show at the highest dose activity change, negative = inhibition, usual class: inhibitors; 390,000 tested, 0.35% active; AID 588795; also: nearly all actives have a fitted effect of over 65% in size
# Target sequence (P39748 whole entry, looked up): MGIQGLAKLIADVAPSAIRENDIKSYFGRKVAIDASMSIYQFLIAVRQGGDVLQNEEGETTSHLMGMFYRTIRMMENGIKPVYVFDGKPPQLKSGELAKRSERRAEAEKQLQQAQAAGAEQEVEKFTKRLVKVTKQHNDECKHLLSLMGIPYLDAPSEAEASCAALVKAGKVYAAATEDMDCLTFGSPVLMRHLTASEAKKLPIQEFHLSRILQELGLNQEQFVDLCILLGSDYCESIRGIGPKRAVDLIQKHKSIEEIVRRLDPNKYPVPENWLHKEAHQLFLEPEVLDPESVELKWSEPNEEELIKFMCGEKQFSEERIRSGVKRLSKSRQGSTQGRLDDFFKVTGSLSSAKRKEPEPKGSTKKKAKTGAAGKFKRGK
#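 Compounds are tested as a concentration series against 10 nM FEN1; after a 15 min room-temperature preincubation, 50 nM substrate starts cleavage, with plate reads at 0 and 15 min. Normalized responses are fitted by a Hill equation.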
# Starred values were filed as active, the others as inactive; ? = inconclusive; nt = no result given; & = joins results of further samples; [ ] = dose if it differs, or a comment. Calls follow the shape of the dose curve; as a rule, active = well fitted curve in the direction sought with a large enough effect; inconclusive = small, poorly fitted or top-dose-only effect, or another doubt; inactive = no such curve, though single readings can be large; an effect the other way counts as inactive or inconclusive. % is scaled to controls: 0 for no effect and ±100 for the full control effect; potency is read from the fitted curve at half-maximal effect. Some of the compounds tested. The share of hits here may be higher or lower than overall.
canonical_smiles	TDP1 cell CPT	GCN5L2 inh	FEN1 inh
Cc1ccccc1NC(=O)CSc1nc(-c2ccco2)nc2cc(=O)[nH]n12	8%	1%	13%
CC(=O)NCCn1c(SCC(=O)Nc2ccc(C)cc2)nc2ccccc2c1=O	1%&-19%	-3%&-1%	3%&3%
CCOC(=O)c1cc(-c2ccc(OC)cc2)n(CCC(=O)NCc2ccc(OC)cc2)c1C	?	4%	-9%
O=C(O)/C=C/C(=O)NCc1csc2ccccc12	13%	-1%	-15%
COc1cc(C(=O)NCc2ccc3[nH]c(C)cc3c2)cc(OC)c1OC	9%	-1%	7%
COC(=O)CSc1n[nH]c(=S)s1	-26%	-5%	0%
CN(C)CCNC(C(=O)Nc1cc(Cl)cc(Cl)c1)c1ccccc1 (stereo unspecified)	?	-9%	6%
c1ccc(-c2nc(NCc3ccco3)c3oc4ccccc4c3n2)cc1	-2%	-14%	-22%
CCOc1ccc(N(C(C)=O)c2nc(C)cc(C)c2C#N)cc1	1%	-1%	-4%
C=CCNC(=O)CSc1n[nH]c(-c2cc(Cl)ccc2OC)n1	30%[activator]	-15%	0%
N#C/C(=C\c1cccs1)C(=O)c1ccccc1Cl	29µM*	?	?
COc1ccc2nc3ccccc3[n+]([O-])c2c1	-10%	nt	-1%
CN(C)CC1CCCCC1OC(=O)c1ccc(Cl)cc1 (stereo unspecified)	-16%	0%	1%
O=C(CCNC(=O)c1ccccc1)OCC(=O)c1ccccc1	4%	0%	-4%
Cc1ccc(N(C(=O)CNC(=O)c2ccco2)C(C(=O)NCC2CCCO2)c2ccccc2)cc1C (stereo unspecified)	-29%	-2%	-5%
CCCCN1C=CC(=C2C(=O)c3ccccc3C2=O)C=C1	?	-17%	1%
CC1CCN(S(=O)(=O)c2ccc(C(C)C)cc2)CC1	17%	7%	-3%
COc1ccc(NC(=O)N(C)C[C@H]2Oc3c(NC(=O)c4ccncc4)cccc3C(=O)N([C@H](C)CO)C[C@@H]2C)cc1	0.023µM*	3%	-6%
COc1cccc(CNC(=O)c2cc3c(=O)n(Cc4cccnc4)ccc3nc2C)c1	?	0%	4%
COc1cc(CNC2CCCCCCC2)c(Br)cc1OCCO	-25%	-3%	-1%
COC(=O)c1ccccc1CC1SC(N)=NC1=O (stereo unspecified)	-1%	-7%	2%
CCC(C(=O)NCc1ccccc1OC)n1nc(C)n2c(cc3occc32)c1=O (stereo unspecified)	?	-4%&-2%	-18%&3%
Cc1ccc2nc(C)cc(C(=O)N3CCCC(N4CCN(c5ccccc5C)CC4)C3)c2c1 (stereo unspecified)	15µM*	0%	-9%
CSC(=Nc1ccc(Cl)cc1)N[n+]1ccccc1	-10%	-9%	1%
CC(C)(C)NC(=O)CSCc1ccc(Br)cc1	-6%	-9%	-4%

# The closing two records of the part before lead into the next:
canonical_smiles	TDP1 cell CPT	GCN5L2 inh	FEN1 inh
CSC(=Nc1ccc(Cl)cc1)N[n+]1ccccc1	-10%	-9%	1%
CC(C)(C)NC(=O)CSCc1ccc(Br)cc1	-6%	-9%	-4%
Cc1nc2ccc(Cl)cc2c(-c2ccccc2Cl)c1CC(=O)O	5%	3%	-1%
COCCC(=O)N1CCC(Oc2ccc(C(=O)NC3Cc4ccccc4C3)cc2)CC1	?	-29%	-10%
CCOC(=O)CSc1nc2sc3c(c2c(=O)[nH]1)CC(C)(CC)OC3 (stereo unspecified)	-16%	0%	0%
CC(=O)c1ccccc1Oc1cc(NN2CCCCC2)c([N+](=O)[O-])cc1[N+](=O)[O-]	?	-17%	0%
Cc1ccc(Cn2c(=N)c(C(=O)NC3CCCC3)cc3c(=O)n4ccccc4nc32)cc1	10µM*	-6%	13%
CC(C)CCNC(=O)c1ccc2c(Cl)c3c(nc2c1)CCC3	1%	-20%	-8%
O=C1CN(C(=O)COc2ccccc2)C(c2ccc(F)cc2)c2cc(Br)ccc2N1 (stereo unspecified)	?	-8%	-25%
Cc1cc(C)nc(N2CCC(C(=O)NCCc3ccc(F)cc3)CC2)n1	16µM*	26%	0%
Cc1cccc(C)c1NC(=O)CN(C)C(C)C(=O)NCC(=O)Nc1ccc(F)c(F)c1F (stereo unspecified)	-11%	2%	2%
CCOc1ccccc1C1C(C#N)=C(N)Nc2onc(-c3ccccc3)c21 (stereo unspecified)	2%	-5%	-12%
CCn1nc(C)c(CN2CCC(Oc3ccc(C(=O)N4CCCC4)cc3)CC2)c1C	-12%	1%	-2%
COC(=O)Nc1sccc1C(=O)Nc1sccc1C(=O)OC	-2%	-3%	-2%
CC(C)NC(=O)CN(C(=O)CCC(=O)Nc1nccs1)c1ccc2c(c1)OCO2	2%	-1%	4%
COC(=O)c1[nH]c2ccccc2c1NC(=O)CN1CCCc2ccccc21	?	-12%	?
CCn1cc(S(=O)(=O)c2cc(C)cc(C)c2)c(=O)c2cc(F)c(N3CCC(C)CC3)cc21	-101%	-8%	-20%
CCc1cc2c(=O)n(N)c(CCC(=O)O)nc2s1	-8%	-1%	-2%
CCc1cc2ccc(C)cc2nc1SCC(=O)NNC(=O)c1ccco1	-18%	-6%	13%
CSc1nc(=S)n(-c2ccc([N+](=O)[O-])cc2)c(C)c1C(C)=O	26%	?	-3%
O=C(CN1CCN(C(=O)c2cccs2)CC1)Nc1ccc(Br)cc1	-18%	-3%	3%
COc1ccc(/C=C2\SC(=O)N(CCCC(=O)Nc3ccc(C(=O)O)cc3)C2=O)cc1OC	-1%	-32%	1%
Cc1cc(C)c(C2C(C#N)=C(N)Oc3n[nH]c(C)c32)cc1CN1CCOCC1 (stereo unspecified)	-16%	1%	-12%
O=C1C=C(/C=C/c2ccccc2)C[C@@H](c2ccc(F)cc2)C1	?	-12%	-16%
O=C(COc1ccc(Br)cc1CO)Nc1ccc(S(=O)(=O)N2CCCCC2)cc1	?	-13%	7%
COc1cc(CN2CCC(C(=O)N3CCCC(C)C3)CC2)cc(Br)c1O (stereo unspecified)	-9%	-5%	-6%
CCCN1Cc2cccc(C(=O)NC(CC(=O)OCC)c3ccc(OC(C)C)cc3)c2C1=O (stereo unspecified)	?	-7%	12%

# Record cards (already shown). Order of screens: TDP1 cell CPT	GCN5L2 inh	FEN1 inh
# CCn1nc(C)c(CN2CCC(Oc3ccc(C(=O)N4CCCC4)cc3)CC2)c1C reads -12%	1%	-2%
# CSc1nc(=S)n(-c2ccc([N+](=O)[O-])cc2)c(C)c1C(C)=O reads 26%	?	-3%
# COCCC(=O)N1CCC(Oc2ccc(C(=O)NC3Cc4ccccc4C3)cc2)CC1 reads ?	-29%	-10%
# CC(C)NC(=O)CN(C(=O)CCC(=O)Nc1nccs1)c1ccc2c(c1)OCO2 reads 2%	-1%	4%

# (list continues)
canonical_smiles	TDP1 cell CPT	GCN5L2 inh	FEN1 inh
N#CC(c1ccc(Cl)cc1)c1ccc2c(C(F)(F)F)cc(C(F)(F)F)nc2n1 (stereo unspecified)	0.65µM*	0%	-7%
O=C(Nc1ccc(C(=O)O)cc1)/C(=C\c1ccccc1)NC(=O)c1ccccc1	3%	-25%	34%
Cc1cc(NC(=S)N(Cc2ccc(Cl)cc2)Cc2ccc(C(=O)O)cc2)ccc1Cl	0%	?	-4%
CC(C)(C)C(=O)Nc1cccc(OC(F)(F)C(F)Cl)c1 (stereo unspecified)	-8%	-8%	16%
C=C1CCN([C@@H](CC(C)C)C(=O)NCc2ccc(Cl)c(Cl)c2)S(=O)(=O)c2ccccc21	?	nt	-22%
O=C(NCCOc1nc(N2CCOCC2)nc(N2CCOCC2)n1)Nc1ccc(Cl)cc1	-25%	1%	4%
COC(=O)C1=C(N)Oc2cc(C)n(CCCn3ccnc3)c(=O)c2C1c1ccc(Cl)cc1 (stereo unspecified)	?	-1%	-7%
Cc1ccc2[nH]c(=O)c(CN(Cc3ccc4c(c3)OCO4)Cc3nnnn3C3CCCC3)cc2c1	?	nt	-8%
Cc1cc([N+](=O)[O-])nn1CC(=O)Nc1nccs1	0%	-2%	-4%
CC(=O)c1nn(-c2ccc(Cl)cc2)cc1C(=O)c1ccc(C)cc1	-29%	nt	0%
COc1ccc(-c2cc(C)no2)cc1S(=O)(=O)NCC(C)c1ccccc1 (stereo unspecified)	-5%	-24%	6%
COc1ccc(C(=O)CCC(=O)Nc2cc(C)ccc2C)cc1	-3%	2%	-1%
CC1CCc2c(sc(NC(=O)Cn3nc(C(F)(F)F)c4c3CCCCC4)c2C#N)C1 (stereo unspecified)	-20%	?	-8%
COc1ccc(/C=c2\s/c(=C/C(=O)c3ccc(C)cc3)[nH]c2=O)cc1OC	?	-2%	-1%
Cn1nc(C(=O)NCc2ccc(F)cc2)cc1C(=O)NCc1ccc(F)cc1	?	-2%	0%
CCN(CC)c1ccc(NC(=O)c2c(C)noc2C)cc1	-2%	-8%	16%
Cc1cc(Cl)nc2nc(Cl)ccc12	?	nt	-24%
CC1CCN(S(=O)(=O)c2ccc3c(c2)N(CC(=O)NC(C)c2ccccc2)C(=O)CO3)CC1 (stereo unspecified)	nt	-8%	26%
CC(=O)c1ccc(S(=O)(=O)NCc2nnnn2-c2ccccc2)cc1	-17%	-7%	-1%
COc1ccc(Cl)cc1NC(=O)C1CCCN(c2ncnc3c2nc2n3CCCCC2)C1 (stereo unspecified)	8.2µM*	-5%	-4%
COc1cccc(NC(=O)CN(C)CC(=O)Nc2ccc3c(c2)CCC3)c1	3%	-5%	-10%
CCCCOC(=O)c1c(C)oc2ccc(NS(=O)(=O)c3ccc4c5c(cccc35)C(=O)N4)cc12	?	-20%	?
COc1ccccc1OCC(=O)NC1CCCCCC1	-19%	-3%	0%
CCOc1ccc(NC(=O)CN(C)C(=O)c2ccc(N3CCCC3)c([N+](=O)[O-])c2)cc1OCC	0%	-3%	-5%
COc1ccc(-n2nc(C(=O)NCC(=O)Nc3ccccn3)c3ccccc3c2=O)cc1	-29%	11%	2%

# (continued)
SMILES | TDP1 cell CPT | GCN5L2 inh | FEN1 inh
CC1(C)Cc2c(c(N3CCCC3)nc3sc4c(N5CCN(CCO)CC5)ncnc4c23)CO1 | 16µM* | -4% | -15%
NC(=O)CSC1=N/C(=C\c2ccco2)C(=O)N1c1ccc(OC(F)F)cc1 | ? | -10% | -9%
COC(=O)CCSc1cc([N+](=O)[O-])cc2c1c(C1OCCO1)nn2-c1ccccc1 | -22% | 4% | -12%
CN(Cc1ccco1)c1ccnc(-c2ccoc2)n1 | 4% | ? | nt
O=C1c2ccccc2CN2C(=O)c3ccccc3CN12 | -15%&0% | 4%&-2% | -1%
Cc1ccc(C(=O)NCC(=O)N/N=C/c2cccs2)cc1C | 3% | 0% | -14%
Cc1cc(NC(=O)CSc2nc3ccccc3c(=O)n2C2CCCC2)no1 | 1µM* | 1% | -8%
CN(C)C=NC(=O)/C(C#N)=C/c1ccccc1 | 9% | 0% | 1%
COc1cccc(C(=O)N2CCCCC2CCN2CCCCC2)c1 (stereo unspecified) | -22% | -1% | 4%
Cc1ccccc1OC(=O)c1snnc1C | 8% | -2% | -1%
Cc1cc(-c2n[nH]c(=S)n2/N=C/c2ccco2)n[nH]1 | 1% | 3% | 7%
Cc1ccc(C(=O)NNc2c3ccccc3nc3ccccc23)cc1 | 13µM* | -13% | -24%
COc1cc2c(cc1OC)C(c1cccs1)NCC2 (stereo unspecified) | -7% | -15% | 1%
COC(=O)c1cc(NC(=O)Cc2cc(OC)c(OC)c(OC)c2)cc(C(=O)OC)c1 | 0% | -2% | -1%
O=C(OCc1ccccn1)C1CCN(C(=O)c2ccc(Cl)cc2)CC1 | 7% | -11% | -2%
CN(c1ccccc1C(=O)Nc1ccc2c(c1)n(C)c(=O)n2C)S(C)(=O)=O | 22% | -3% | 3%
CCOP(=O)(Nc1cccc2oc(=O)c3ccccc3c12)OCC | ? | nt | -6%
Cc1ccc(C(=O)NCCSC(C)(C)C)cc1 | -17% | -1% | 0%
COc1ccccc1N1CCN(c2nc(C)cc(=O)[nH]2)CC1 | 20% | nt | 2%
CCC(Sc1nc2ccccc2c(=O)n1CC1CCCO1)C(=O)NCc1cccnc1 (stereo unspecified) | -17% | -2% | 1%
COCCN(C(=O)CSc1nnc(Nc2ccccc2F)s1)c1c(N)n(Cc2ccccc2)c(=O)[nH]c1=O | -7% | 2% | -7%
CCN(CC)S(=O)(=O)c1cccc(NC(=O)COC(=O)c2cc(C)oc2C)c1 | -25% | -3% | -15%
COc1ccc(/C=C(\C#N)C(=O)NCCc2ccccc2)cc1OCc1ccccc1 | ? | -5% | -7%

# Screening data as filed in PubChem.
